E-sel TNF inh = E-selectin induction blockers in HUVEC – imaging, immunofluorescence, high content, primary screen; HUVEC TNFa-induced E-selectin immunofluorescence; inhibition, % at 2 µM; 120,000 compounds, 0.71% hits;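 active = inhibition above the batch mean plus 3 SD, and confirmed as a hit on visual image review, cut at about 43% in these data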;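 also: 0% = TNF-stimulated DMSO wells and 100% = unstimulated control wells; not every result past the cut was called active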
Phagocyt inh = inhibitors of macrophage phagocytosis, primary screen, imaging, J774A.1 cells, IgG beads | J774A.1 macrophage IgG-bead phagocytosis | inhibition, % at 5 µM | 110,000 compounds, 0.07% hits | AID 1029, 2008;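 active = inhibition above the mean of the plate negative controls plus 5 SD, cut at about 13% in these data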;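 also: phagocytic index as fraction of beads internalized from green versus red external bead signal; plate controls were DMSO negative control for no effect and cytochalasin-D positive control for full effect; some results beyond the cut were filed as inactive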
Yeast growth inh = growth inhibitors of yeast BB579 in restrictive medium, primary screen, yeast lifespan-shortening project, S. cerevisiae. AID 804, 2007. OD615, 48 h. 140,000 compounds, 0.51% hits. inhibition, % at 10 µM;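 active = inhibition above a set limit, 3 SD over the mean compound inhibition, cut at about 44% in these data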; also: inactives centre near -24
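Test system: DeaD yeast strain BB579 / Buffer or medium: restrictive glucose-based CSMM-D medium / Doses: single 10 µM dose / Schedule: 4 h cell preincubation, 48 h compound exposure, 30 °C humidified / Technique: culture absorbance at 615 nm / Controls: amphotericin B positive control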
GALR2 blocker = GALR2 antagonists in receptor-expressing cells, primary screen | Galanin receptor type 2 (Homo sapiens), O43603 | antagonist mode | inhibition, % at 4 µM | 140,000 compounds, 0.39% hits | AID 828, 2007; in the data active = inhibition above about 27%;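 also: cells stimulated with galanin 1-16 at roughly its EC80; 0% = agonist challenge control and 100% = basal control without agonist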
Target sequence (O43603 whole entry, looked up): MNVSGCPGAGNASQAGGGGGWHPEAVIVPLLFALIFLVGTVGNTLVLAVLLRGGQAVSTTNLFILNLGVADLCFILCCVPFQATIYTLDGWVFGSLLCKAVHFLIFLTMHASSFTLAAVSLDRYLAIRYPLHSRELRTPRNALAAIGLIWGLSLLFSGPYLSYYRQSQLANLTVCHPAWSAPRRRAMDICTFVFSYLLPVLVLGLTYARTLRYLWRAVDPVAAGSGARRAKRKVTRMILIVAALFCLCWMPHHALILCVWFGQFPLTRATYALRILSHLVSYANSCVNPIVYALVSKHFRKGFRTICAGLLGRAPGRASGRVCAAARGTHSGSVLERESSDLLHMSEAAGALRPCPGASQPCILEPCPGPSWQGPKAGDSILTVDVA
PTEN del growth = growth suppression of PTEN-null HCT116, primary screen, cell-based, CellTiter-Glo. HCT116 PTEN-null viability, 60 h; active compounds read low. viability, % at 10 µM. 140,000 compounds, 1.2% hits;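 active = viability at or below a set limit, 4 SD under the median of all tested compounds, cut at about 3.7% in these data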;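 also: PTEN knockout HCT116 line with beta catenin targeted HCT116 as companion control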
MRP1 act = H69AR viability gain despite doxorubicin, primary screen, MRP-1 activator project, H69AR cells, CellTiter-Glo; 140,000 compounds, 0.61% hits; viability rescue; viability increase, % at 10 µM; AID 799, 2007;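 active = viability gain under doxorubicin at or above a set limit, the compound median plus 3 SD, cut at about 4.7% in these data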;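 also: MRP-1 overexpressing cells given doxorubicin 25 µM after compound pretreatment; 18-22 h compound pretreatment then 72 h with doxorubicin before readout; 0% = doxorubicin-only wells and 100% = vehicle-treated cells without doxorubicin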
Measles CPE = compounds protecting cells from measles virus cytopathic effect, primary screen, measles RdRp inhibitor project, single point, MLSMR library, absorbance. AID 841, 2007. Measles virus-infected cells, CPE protection. protection (pct of control), % at 4 µM. 140,000 compounds, 1.5% hits; in the data active = protection mostly above about 24%, no sharp cut-off; inactive = mostly below about 26%; also: some compounds called inactive have numbers as strong as hits
bCat KO growth = primary screen for growth suppressors in beta-catenin knockout HCT116 cells (colon tumor, human) | HCT116 beta-catenin knockout viability, CellTiter-Glo, 60 h; active compounds read low | viability, % at 10 µM | 140,000 compounds, 1.5% hits;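 active = viability at or under a set limit, the compound median less 4 SD, cut at about 6% in these data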;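 also: 0% = Hyamine 1622 control at 20 µM and 100% = untreated cell control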
Yeast life ext = compounds extending yeast replicative lifespan, primary screen, S. cerevisiae, OD615. S. cerevisiae growth with nicotinamide; deaD strain in restrictive glucose medium. inhibition of the nicotinamide effect, % at 10 µM. 130,000 compounds, 0.68% hits. AID 775, 2007;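 active = inhibition above a set limit, placed 3 SD over the median of all compounds, cut at about 26% in these data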;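 also: 0% = nicotinamide-treated wells and 100% = cells grown without nicotinamide; some compounds called inactive have numbers as strong as hits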
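Material: Modified budding yeast, DeaD strain | Medium: Restrictive glucose medium | Probe or stimulus: 1.5 mM nicotinamide | Dosing: Single dose 10 µM compound, 0.25% DMSO | Times: 48 h at 30 °C | Technique: OD615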
NPY Y2 blocker = NPY-Y2 receptor antagonists, primary screen, cell-based | Neuropeptide Y receptor type 2 (Homo sapiens), P49146 | NPY-Y2 expressing cells, antagonist mode | inhibition, % at 2.7 µM | 140,000 compounds, 0.99% hits | AID 793, 2007; in the data active = inhibition above about 17%;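 also: 0% = vehicle with agonist challenge and 100% = reference antagonist with challenge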
Target sequence (P49146 whole entry, looked up): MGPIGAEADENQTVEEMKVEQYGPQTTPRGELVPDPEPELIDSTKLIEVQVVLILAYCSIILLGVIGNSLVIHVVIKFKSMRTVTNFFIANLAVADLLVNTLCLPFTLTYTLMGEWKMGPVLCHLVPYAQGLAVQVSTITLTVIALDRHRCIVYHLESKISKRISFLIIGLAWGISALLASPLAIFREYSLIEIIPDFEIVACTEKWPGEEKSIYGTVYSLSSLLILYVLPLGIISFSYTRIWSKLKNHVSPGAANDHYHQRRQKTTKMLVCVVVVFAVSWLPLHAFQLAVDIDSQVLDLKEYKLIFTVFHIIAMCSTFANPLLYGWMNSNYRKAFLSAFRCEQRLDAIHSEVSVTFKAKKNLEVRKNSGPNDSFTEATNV
Numbers without * were called inactive; . = no result given.

SMILES	E-sel TNF inh	Phagocyt inh	Yeast growth inh	GALR2 blocker	PTEN del growth	MRP1 act	Measles CPE	bCat KO growth	Yeast life ext	NPY Y2 blocker
O=C(NC(=S)NCCN1CCOCC1)c1ccccc1	-10	-12	-25	-7	103	1.6	12	98	6	4
COc1ccc(C(=O)Cn2c(NCCO)nc3ccccc32)cc1OC	15	.	-12	-4	101	-2.7	19	100	.	5
c1ccc2c(-c3nn[nH]n3)cccc2c1	2	-12	-35	5	111	-1.6	3	89	2	4
CCOc1ccc(NC(=O)c2ccccc2O)cc1	.	.	-32	13	92	-0.9	7	93	-9	1
Cc1ccc(C)c(NC(=O)CSc2nnc(CCNC(=O)OC(C)(C)C)o2)c1	-5	0	-21	4	80	0.2	7	72	-6	-3
Cc1ccc(S(=O)(=O)N(C)C)cc1NC(=S)NNC(=O)C1CC1	.	-4	-47	0	89	-2.1	13	91	0	-2
O=C1[C@H]2[C@@H](C(=O)N1c1cccc3ccccc13)C1(C(=O)c3ccccc3C1=O)N1CCC[C@@H]21	14	-3	-31	7	96	-2.4	5	98	2	3
Cc1cc2cc(CNC(=O)c3ccc(S(=O)(=O)N4CCCCC4)cc3)ccc2n1C	-17	2	-52	3	106	-1.5	21	98	-6	11
N#C/C(=C\c1cc([N+](=O)[O-])c(N2CCOCC2)cc1N1CCOCC1)c1nc2ccccc2[nH]1	.	-1	-54	-12	65	-1.8	15	63	-7	2
Nc1ccccc1Nc1cc(-c2cccc(Cl)c2)nn1-c1ccccc1	.	.	-53	20	77	-1.2	8	84	-7	-4
CCSc1nnc(NC(=O)C2C3C=CC(C3)C2C(=O)O)s1 (stereo not given)	-46	0	-12	-1	87	-1.3	7	110	-4	2
Cc1nnc(Sc2cc(C(=O)NCCCN(C)Cc3ccccc3)c3ccccc3n2)s1	.	1	-31	0	55	-6.0	8	54	4	7
O=C(Nc1cccc(-c2csc(-c3ccccc3)n2)c1)c1cccs1	5	0	-69	-6	67	0.5	18	82	-9	1
Cn1cc(C(=O)c2ccc(Cl)cc2Cl)cc1C(=O)N/N=C(\N)COc1ccc(F)cc1	11	.	-55	-15	18	-2.1	8	23	2	-2
O=C(N/N=C1/CC2C=CCC12)c1ccco1 (stereo not given)	.	.	0	-1	96	-1.4	8	104	2	1
O=C(c1ccccc1)c1cccc(NC(=O)c2ccc(Br)o2)c1	4	0	-31	-8	77	-0.8	26	91	-18	5
CC1CCCC(NC(=O)CCn2c(=O)oc3ccccc32)C1C (stereo not given)	16	.	-25	-5	92	-0.6	4	87	-10	3
COc1cccc(C2C(C#N)=C(N)Oc3cc(C)oc(=O)c32)c1OC (stereo not given)	0	0	-26	14	94	-0.6	2	100	-1	0
O=C1/C(=C\c2ccccn2)SC(=S)N1Nc1ncc(C(F)(F)F)cc1Cl	6	.	5	-3	98	0.5	31	90	21	4
CN1CCN(CC(O)c2ccccc2)CC1 (stereo not given)	1	.	4	14	95	-2.3	13	87	-1	1
CCC1(C)Cc2ccccc2-c2nc(NCCCO)n(-c3ccccc3)c(=O)c21 (stereo not given)	38	0	-19	-11	82	-4.2	2	90	-8	0
O=C(Nc1cc(N2CCOCC2)ncn1)c1ccccc1	.	-1	-10	-20	95	-0.4	2	90	-6	4
COc1ccc(NC(=O)NCCCN2CCCCC2C)cc1 (stereo not given)	10	.	-42	10	96	-1.1	26	88	-16	2
COc1ccc(C2(C(F)(F)F)NC(=O)N(C)C(=O)N2C)cc1 (stereo not given)	4	2	-10	-4	102	-1.4	6	103	21	0
Cc1ccc(C2CC2C(=O)NN)cc1 (stereo not given)	5	.	-20	0	100	-0.8	17	96	-4	2
Cc1nc(SCC(=O)NCc2ccco2)c2c(C)c(C)sc2n1	2	.	11	7	74	-1.1	3	80	-10	4
Cc1ccc(-c2csc3ncnc(OCC(=O)NC(=O)NCc4ccco4)c23)cc1	-23	-1	-56	-5	73	-1.4	6	64	-5	-1
O=S(=O)(O/N=C1\CCCc2ccccc21)c1ccccc1	-19	0	-58	1	100	0.0	12	88	2	-1
Cc1ccc(/C=[N+](/[O-])C2SC(=S)N(C)C2(C)C)cc1 (stereo not given)	5	0	-1	-2	99	-0.6	18	94	-6	-1
COc1ccc(N(CC(=O)Nc2ccc3c(c2)OCCO3)S(=O)(=O)c2c(C)nn(C)c2C)cc1	.	0	14	1	91	-1.6	3	95	-11	3
Cc1nc2ccccc2n1C(=O)c1cc(-c2ccc(Br)cc2)nc2ccccc12	-26	-2	-7	24	97	-3.0	10	87	-7	5
COC(=O)C(C)Sc1nc2c(cnn2-c2ccccc2)c(=O)[nH]1 (stereo not given)	.	0	6	-6	95	-3.5	6	83	-10	1
Cc1onc(-c2ccccc2)c1C(=O)NC(=S)NNC(=O)c1ccc(O)cc1	.	3	-9	-14	21	1.1	16	25	-1	2
Nc1cc(N)nc(SCc2ccccc2)n1	-8	-1	-44	2	94	-0.1	9	85	24	-3
CCOC(=O)c1sc(NC(=O)CSc2nc3c(c(-c4ccc(OC)cc4)c2C#N)CCCC3)c(C#N)c1C	.	.	-15	5	87	-1.1	12	96	-24	3
CCOC(=O)c1[nH]c2ccc(Br)cc2c1NC(=O)CCN1CCC(C(=O)OCC)CC1	-32	1	-45	4	27	-3.8	3	9	-12	0
COc1ccccc1NC(=O)Nn1cnnc1	.	.	-11	8	102	-0.3	37	103	-5	1
COc1ccc(O)c(/C=c2/sc3nc4cc(C)c(C)cc4n3c2=O)c1	-8	1	1	14	96	-2.9	5	91	-7	4
CC(C)(C)C(=O)Nc1ccccc1C(=O)Nc1cccnc1	-4	-1	-26	15	100	0.3	28	112	-4	5
O=C(C1=C(O)C(=O)N(CCCN2CCOCC2)C1c1ccncc1)c1cc2ccccc2o1 (stereo not given)	.	.	-11	5	103	1.8	17	90	-2	0
COc1ccc(C(=O)C(C)OC(=O)c2cccc(S(=O)(=O)Nc3cc(Cl)c(OC)cc3OC)c2)cc1 (stereo not given)	19	-2	-28	4	67	-1.1	4	57	6	-1
CCCn1cc(NC(=O)c2cc3n(n2)C(C(F)(F)F)CC(c2ccccc2)N3)cn1 (stereo not given)	-20	-4	-5	9	98	-2.8	4	102	-4	-3
Cc1onc(-c2c(F)cccc2Cl)c1C(=O)N1CCc2ccccc2C1	15	1	-24	-3	89	-3.4	13	91	-3	-1
CCCC[C@@H]1C[C@H]1[C@@H](NC(=O)c1cccs1)c1ccc(Cl)cc1	14	.	-31	5	24	-2.6	17	21	17	18*
COc1ccc(CC(NC(C)=O)C(=O)NC2CCN(C(=O)Nc3ccc(Cl)cc3)CC2)cc1OC (stereo not given)	-8	0	-10	2	97	-1.1	5	97	-16	0

10 entries out of the list, ordered by SMILES length, rising.
SMILES	E-sel TNF inh	Phagocyt inh	Yeast growth inh	GALR2 blocker	PTEN del growth	MRP1 act	Measles CPE	bCat KO growth	Yeast life ext	NPY Y2 blocker
COc1ccccc1NC(=O)Nn1cnnc1	.	.	-11	8	102	-0.3	37	103	-5	1
CC(C)(C)C(=O)Nc1ccccc1C(=O)Nc1cccnc1	-4	-1	-26	15	100	0.3	28	112	-4	5
COC(=O)C(C)Sc1nc2c(cnn2-c2ccccc2)c(=O)[nH]1 (stereo not given)	.	0	6	-6	95	-3.5	6	83	-10	1
COc1ccc(O)c(/C=c2/sc3nc4cc(C)c(C)cc4n3c2=O)c1	-8	1	1	14	96	-2.9	5	91	-7	4
Cc1nc2ccccc2n1C(=O)c1cc(-c2ccc(Br)cc2)nc2ccccc12	-26	-2	-7	24	97	-3.0	10	87	-7	5
CCCC[C@@H]1C[C@H]1[C@@H](NC(=O)c1cccs1)c1ccc(Cl)cc1	14	.	-31	5	24	-2.6	17	21	17	18*
CCCn1cc(NC(=O)c2cc3n(n2)C(C(F)(F)F)CC(c2ccccc2)N3)cn1 (stereo not given)	-20	-4	-5	9	98	-2.8	4	102	-4	-3
CCOC(=O)c1[nH]c2ccc(Br)cc2c1NC(=O)CCN1CCC(C(=O)OCC)CC1	-32	1	-45	4	27	-3.8	3	9	-12	0
COc1ccc(CC(NC(C)=O)C(=O)NC2CCN(C(=O)Nc3ccc(Cl)cc3)CC2)cc1OC (stereo not given)	-8	0	-10	2	97	-1.1	5	97	-16	0
CCOC(=O)c1sc(NC(=O)CSc2nc3c(c(-c4ccc(OC)cc4)c2C#N)CCCC3)c(C#N)c1C	.	.	-15	5	87	-1.1	12	96	-24	3

The list goes on:
SMILES	E-sel TNF inh	Phagocyt inh	Yeast growth inh	GALR2 blocker	PTEN del growth	MRP1 act	Measles CPE	bCat KO growth	Yeast life ext	NPY Y2 blocker
O=C(NCc1ccc(F)cc1)C1(c2cccs2)CCOCC1	-8	2	1	2	91	-1.5	5	90	2	1
O=C(Cc1ccccc1)Nc1nnc(-c2cccs2)s1	-19	.	-18	9	84	-1.3	22	66	-17	0
Cc1ccc(C(=O)N/N=C2\SCC(=O)N2c2cc(C)ccc2C)cc1	-10	.	-6	2	96	-0.1	12	99	.	6
O=C(CN1CCC(c2nc3ccccc3[nH]2)CC1)Nc1ccc2c(c1)OCO2	9	-2	-11	-7	89	-1.6	1	92	0	-1
CC(C)Sc1nc2ccccc2n1CC(N)=O	.	-1	-26	8	104	-0.2	9	99	3	-2
COc1ccccc1N1C(=O)CC(Sc2nccc(C)n2)C1=O (stereo not given)	7	6	-19	2	96	-2.5	2	90	-9	0
CC1CCC2(CC1)Nc1ccccc1C(=O)N2c1ccccc1 (stereo not given)	9	-2	-10	-2	99	1.2	3	100	-11	2
N#Cc1cn(-c2ccccc2)nc1C(=O)c1ccccc1	10	-1	-44	-10	67	-0.8	28	72	-11	4
COc1ccc(NC(=O)c2ccco2)c(OC)c1	55	0	11	9	102	-1.0	4	90	-20	2
COc1ccc(NC(=O)CC2Oc3ccccc3NC2=O)cc1 (stereo not given)	-27	-1	-39	7	91	-3.6	7	98	-2	2
O=C(N/N=C/c1ccc[nH]1)c1ccccc1[N+](=O)[O-]	.	.	-27	-4	91	-0.1	13	98	5	1
